# Assay outcomes: PubChem, NMMLSC
# Bfl-1 Bim block: inhibitors of Bim binding to Bfl-1, primary screen, biochemical, multiplexed, bead-based flow cytometry | Bim-Bfl-1 binding inhibition | inhibition, % at 10 µM | 0.12% of 190,000 active | AID 1008, 2008;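 also: 0% = wells without compound plus tracer and 100% = blocker peptide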
# Bcl-2 Bim block: inhibitors of Bim-Bcl-2 binding, primary screen, biochemical, multiplexed, human Bcl-2 family | 0.06% of 190,000 active | Apoptosis regulator Bcl-2 (Homo sapiens), P10415 | Bead-based flow cytometry, Bim peptide-Bcl-2 binding | inhibition, % at 10 µM; in the data active = inhibition above about 40%; inconclusive = no clear call, values can overlap the other calls;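 also: 0% = no compound wells with probe peptide and 100% = reference peptide inhibitor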
# Bcl-B Bim block: inhibitors of Bim-Bcl-B binding, primary screen, biochemical, multiplexed, human Bcl-2 family. 0.073% of 190,000 active. bead-based flow cytometry, Bim peptide-Bcl-B binding. AID 951, 2007. inhibition, % at 10 µM;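 also: 0% = tracer peptide without compound and 100% = reference inhibitor peptide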
# RGS4-Gao reg: modulators of RGS4 binding to Galphao, primary screen, biochemical, multiplexed bead flow cytometry; actives lie on both sides; AID 1415, 2008; Guanine nucleotide-binding protein G(o) subunit alpha (Homo sapiens), P09471; 0.33% of 220,000 active; binding response (% of control), % at 10 µM; in the data active = binding response below about 49% or above about 150%; inactive = in between;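 also: fluorescent Galphao activated with aluminum fluoride binding bead-coupled RGS4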
# Avidin fluor: green autofluorescence of compounds with avidin beads – biophysical, 488/530 nm, flow cytometry, artefact control, profiling panel; compound fluorescence 488/530 nm; active compounds read high; fluorescence (KMESF) at 10 µM; 0.38% of 220,000 active; AID 1775, 2009; in the data active = fluorescence above about 47; also: inactives centre near 10
# GSH fluor: compound fluorescence on glutathione beads, profiling panel, artefact control, biophysical, 488/530 nm, flow cytometry; GSH beads flow cytometry, compound fluorescence 488/530 nm; active compounds read high; fluorescence (KMESF) at 10 µM; 0.25% of 190,000 active; AID 1776, 2009; in the data active = fluorescence above about 89;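 also: glutathione beads carrying GST-tagged Bcl family fusion proteins plus one bare bead set; values are compound well signal with DMSO vehicle wells as background; inactives centre near 16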
# ABCB1 block: ABCB1 efflux pump inhibitors, primary screen, cell-based, multiplex, flow cytometry, ABCG2 counter-screen | ATP-dependent translocase ABCB1 (Homo sapiens), P08183 | CCRF-Adr cells, JC-1 efflux | inhibition, % at 6.6 µM | 0.067% of 190,000 active | AID 1326, 2008; in the data active = inhibition above about 40%;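 also: 0% = vehicle and 100% = reference inhibitor; higher value means more JC-1 retained so stronger ABCB1 efflux block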
# Bcl-W Bim block: inhibitors of Bim binding to Bcl-W, primary screen, biochemical, multiplexed, bead-based flow cytometry. inhibition, % at 10 µM. Bcl-2-like protein 2 (Homo sapiens), Q92843. 0.02% of 190,000 active. Bim peptide-Bcl-W binding;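 also: 0% = bound tracer without compound and 100% = peptide blocker; higher means less fluorescent Bim peptide bound to Bcl-W beads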
# Target sequence (Q92843 whole entry, looked up): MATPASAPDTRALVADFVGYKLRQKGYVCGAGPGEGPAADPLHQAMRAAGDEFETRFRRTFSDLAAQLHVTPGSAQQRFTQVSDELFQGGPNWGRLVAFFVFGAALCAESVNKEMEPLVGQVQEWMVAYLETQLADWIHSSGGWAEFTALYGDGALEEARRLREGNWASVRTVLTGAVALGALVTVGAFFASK
# Bim-Bcl-XL: inhibitors of Bim-Bcl-XL binding, primary screen, biochemical, multiplexed, bead flow cytometry, human Bcl-XL. AID 1007, 2008. inhibition, % at 10 µM. Bcl-2-like protein 1 (Homo sapiens), Q07817. Bim peptide-Bcl-XL binding, fluorescence. 0.04% of 190,000 active
# RGS7-Gao reg: RGS7-Galphao binding modulators, primary screen, biochemical, multiplexed bead flow cytometry; binding response (% of control), % at 10 µM; AID 1439, 2008; actives lie on both sides; 0.35% of 220,000 active; Guanine nucleotide-binding protein G(o) subunit alpha (Homo sapiens), P09471; in the data active = binding response below about 49% or above about 150%; inconclusive = no clear call, values can overlap the other calls; inactive = in between;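 also: fluorescent Galphao held in activated GDP-AlF4 state binding bead-coupled RGS7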
# ABCG2 block: ABCG2 efflux pump inhibitors, primary screen, multiplex with ABCB1, IgMXP3 cells, flow cytometry; Broad substrate specificity ATP-binding cassette transporter ABCG2 (Homo sapiens), Q9UNQ0; JC-1 efflux; inhibition, % at 6.6 µM; 0.1% of 190,000 active;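 active = inhibition above 80%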;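 also: 0% = DMSO and 100% = nicardipine control wells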
# Target sequence (Q9UNQ0 whole entry, looked up): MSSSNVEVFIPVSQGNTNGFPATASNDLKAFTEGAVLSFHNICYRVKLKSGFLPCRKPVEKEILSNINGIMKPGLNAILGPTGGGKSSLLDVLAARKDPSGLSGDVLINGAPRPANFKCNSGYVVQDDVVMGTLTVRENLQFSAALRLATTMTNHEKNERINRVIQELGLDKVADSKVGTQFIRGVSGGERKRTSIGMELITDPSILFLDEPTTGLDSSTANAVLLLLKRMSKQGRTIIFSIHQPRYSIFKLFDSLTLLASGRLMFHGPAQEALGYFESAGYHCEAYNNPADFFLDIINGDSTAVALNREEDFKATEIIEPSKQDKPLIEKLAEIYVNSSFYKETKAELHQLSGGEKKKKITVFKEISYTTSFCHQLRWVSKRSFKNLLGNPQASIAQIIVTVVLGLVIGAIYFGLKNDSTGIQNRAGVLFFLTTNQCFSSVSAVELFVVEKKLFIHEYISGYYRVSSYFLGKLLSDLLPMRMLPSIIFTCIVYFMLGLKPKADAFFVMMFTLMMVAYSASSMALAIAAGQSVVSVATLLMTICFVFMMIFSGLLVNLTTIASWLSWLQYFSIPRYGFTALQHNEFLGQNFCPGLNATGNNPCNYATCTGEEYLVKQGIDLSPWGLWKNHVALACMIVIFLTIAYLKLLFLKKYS
#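 Test system: IgMXP3 (ABCG2) plus far-red-tagged CCRF-Adr (ABCB1) cells / Amount: 3 million cells/mL in well / Reagent: JC-1 transporter substrate / Timing: 10 min compound exposure, 25 °C / Signal: flow cytometry, 530 nm JC-1 signal / Read-out: percent efflux inhibition, scaled nicardipine 100% to DMSO 0% / Benchmarks: nicardipine as high control, DMSO as low control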
# The depositor's hits bear a star; u = inconclusive; x = no result given. Rule as the data show it, unless noted: active = inhibition above about 40%.
SMILES,Bfl-1 Bim block,Bcl-2 Bim block,Bcl-B Bim block,RGS4-Gao reg,Avidin fluor,GSH fluor,ABCB1 block,Bcl-W Bim block,Bim-Bcl-XL,RGS7-Gao reg,ABCG2 block
CCOc1ccc(C(=O)OCCCN(C)C)cc1,0,2,-3,101,6,12,x,0,1,101,1
CC(=O)c1ccc(S(=O)(=O)N2CCN(c3ccccc3F)CC2)cc1,5,4,0,101,7,9,-0.1,10,4,103,-1
CCCCOC(=O)c1ccc(NS(=O)(=O)c2cc(-c3nnnn3CC)ccc2OC)cc1,-11,-11,-8,92,6,43,0.8,-1,2,91,7
Cc1ccc(NC(=O)C(NC2CCCc3ccccc32)c2ccccc2)c([N+](=O)[O-])c1 (stereo unspecified),-4,-6,-10,90,14,9,1.4,-6,-4,89,12
N#Cc1cc(NC(=O)c2ccc(F)cc2)c(=O)n2c1[nH]c1ccccc12,0,0,-2,98,10,19,-0.2,0,-3,99,-1
[O-]C1=N/[N+](=C/c2ccccc2Cl)CC1,-12,-8,-4,103,4,30,0.1,0,9,102,1
CCOC(=O)CCCCC(=O)c1[nH]c(=O)[nH]c1CSc1nnc2c3ccccc3n(C(C)C)c2n1,-3,-5,-20,101,10,14,-0.6,-3,-5,101,2
O=S(=O)(NCc1ccccc1)c1ccc(S(=O)(=O)N2CCCCC2)cc1,-16,-6,-7,98,5,24,0.0,0,-2,100,1
O=C(CCC(=O)OCC(F)(F)C(F)F)Nc1ccccc1F,-5,-4,-3,106,8,16,0.1,-4,-2,104,11
O=C(c1ccccc1)N1CCN(C(=S)NCc2ccc3c(c2)OCO3)CC1,-2,-8,-35,101,3,18,0.4,-17,-20,102,0
CCC(Sc1nc2ccsc2c(=O)n1-c1ccc(Cl)c(C)c1)C(=O)NCc1ccco1 (stereo unspecified),-6,0,0,99,6,10,0.5,0,0,97,1
CCn1nnc(NC(=O)c2ccccc2Br)n1,-2,2,2,101,10,5,0.0,0,3,100,-1
O=C(CSc1nnc(Cc2ccccc2)n1Cc1ccco1)NC1CCCC1,0,0,-2,103,8,17,0.6,-3,-2,101,5
CCCCNC(=O)CCn1c(=O)c2ccccc2n(Cc2ccccc2C)c1=O,0,-1,-1,99,4,8,-0.8,-2,-5,101,2
Cc1ccc(S(=O)(=O)N2CC(=O)Nc3ccccc32)cc1C,-13,-8,-9,95,5,32,-2.2,-5,-4,96,-2

# Part of the list above in order of formula weight, falling:
SMILES,Bfl-1 Bim block,Bcl-2 Bim block,Bcl-B Bim block,RGS4-Gao reg,Avidin fluor,GSH fluor,ABCB1 block,Bcl-W Bim block,Bim-Bcl-XL,RGS7-Gao reg,ABCG2 block
CCCCOC(=O)c1ccc(NS(=O)(=O)c2cc(-c3nnnn3CC)ccc2OC)cc1,-11,-11,-8,92,6,43,0.8,-1,2,91,7
O=S(=O)(NCc1ccccc1)c1ccc(S(=O)(=O)N2CCCCC2)cc1,-16,-6,-7,98,5,24,0.0,0,-2,100,1
N#Cc1cc(NC(=O)c2ccc(F)cc2)c(=O)n2c1[nH]c1ccccc12,0,0,-2,98,10,19,-0.2,0,-3,99,-1

# Further entries
SMILES,Bfl-1 Bim block,Bcl-2 Bim block,Bcl-B Bim block,RGS4-Gao reg,Avidin fluor,GSH fluor,ABCB1 block,Bcl-W Bim block,Bim-Bcl-XL,RGS7-Gao reg,ABCG2 block
Cc1c(CC=C(Cl)Cl)c(=O)[nH]c2c(C)cccc12,9,7,10,104,5,16,0.0,14,16,104,0
Cc1ccc(/C=N/n2cnnc2)s1,-1,-1,0,102,29,13,0.3,1,1,99,1
CCC(=O)N1CCc2cc(Br)cc(S(=O)(=O)CC(=O)OC)c21,8,-2,-4,98,18,6,-0.1,0,0,104,0
Cc1nc2cc(C(=O)O)ccc2n1-c1ccc(F)cc1F,-7,-3,-2,113,7,34,0.3,0,5,110,2
Cc1cc(Nc2ccc3c(c2)OCCO3)n2ncnc2n1,-15,-4,-5,99,7,4,-0.2,0,-5,99,0
COc1ccc(Cc2nnc(N/N=C/c3ccc(O)cc3)[nH]c2=O)cc1OC,-19,-8,-11,101,12,18,0.2,-11,-13,100,9
CCCn1c(NCc2cccc(OC)c2OC)nc2ccccc21,3,4,0,103,28,11,2.0,15,1,104,17
Oc1c(C=Nc2cccc3nsnc23)ccc2ccccc12,0,-2,-5,95,7,9,0.0,5,0,93,0
Cc1cc(N2CCOCC2)nc2ccc(NC(=S)NCc3ccc4c(c3)OCO4)cc12,-1,-1,-4,102,x,13,-0.2,0,0,101,0
CCC(C)(C)C(=O)Nc1cc([N+](=O)[O-])ccc1F,0,0,-3,101,2,6,1.6,-2,-4,101,13
O=C(c1ccc2ccccc2c1)C1CCCN(C(=O)c2noc3c2CCCC3)C1 (stereo unspecified),3,0,3,98,9,20,1.4,0,1,96,9
CCCCOCCCNC(=O)c1c(-c2ccccc2)noc1C,-18,-13,-8,103,12,30,0.4,0,-4,102,13
O=c1[nH]c2ccccc2n1CCCN1CCN(C(c2ccccc2)c2ccccc2)CC1,27,-64,-19,98,x,15,1.6,1,5,112,4
COc1ccc(CC(=O)NCC(=O)N/N=C/c2ccco2)cc1,1,-1,-1,100,9,16,-0.3,-3,-1,102,-1
COc1ccc(C)cc1NS(=O)(=O)c1ccc(NC(=O)CN(c2cc([N+](=O)[O-])ccc2C)S(C)(=O)=O)cc1,-10,-6,-8,102,9,13,-0.6,2,-3,101,-2

# Profiles from above. Values in the order: Bfl-1 Bim block | Bcl-2 Bim block | Bcl-B Bim block | RGS4-Gao reg | Avidin fluor | GSH fluor | ABCB1 block | Bcl-W Bim block | Bim-Bcl-XL | RGS7-Gao reg | ABCG2 block
# O=C(c1ccc2ccccc2c1)C1CCCN(C(=O)c2noc3c2CCCC3)C1 (stereo unspecified) reads 3 | 0 | 3 | 98 | 9 | 20 | 1.4 | 0 | 1 | 96 | 9
# Cc1cc(Nc2ccc3c(c2)OCCO3)n2ncnc2n1 reads -15 | -4 | -5 | 99 | 7 | 4 | -0.2 | 0 | -5 | 99 | 0
# Cc1ccc(/C=N/n2cnnc2)s1 reads -1 | -1 | 0 | 102 | 29 | 13 | 0.3 | 1 | 1 | 99 | 1
# COc1ccc(C)cc1NS(=O)(=O)c1ccc(NC(=O)CN(c2cc([N+](=O)[O-])ccc2C)S(C)(=O)=O)cc1 reads -10 | -6 | -8 | 102 | 9 | 13 | -0.6 | 2 | -3 | 101 | -2
# CCC(C)(C)C(=O)Nc1cc([N+](=O)[O-])ccc1F reads 0 | 0 | -3 | 101 | 2 | 6 | 1.6 | -2 | -4 | 101 | 13

# New compounds follow
SMILES,Bfl-1 Bim block,Bcl-2 Bim block,Bcl-B Bim block,RGS4-Gao reg,Avidin fluor,GSH fluor,ABCB1 block,Bcl-W Bim block,Bim-Bcl-XL,RGS7-Gao reg,ABCG2 block
COC(=O)c1nc2nc(C)cc(C(F)(F)F)n2n1,35,27,16,103,11,24,-0.1,16,31,98,1
C=CCn1c(C)csc1=Nc1ccccc1C,2,2,-4,104,20,6,1.2,3,0,100,3
CC(=O)c1cccc(CN2CCN(Cc3ccccc3)C(CCO)C2)c1 (stereo unspecified),-4,-2,-1,103,8,11,1.0,1,-3,u,1
S=c1[nH]nc(-c2ccco2)n1Cc1ccccc1,0,-5,-9,98,11,54,-0.5,-3,-2,104,-3
CCN(CC)S(=O)(=O)c1ccc(/C=C/C(=O)OCC#N)cc1,-4,-1,0,104,25,13,0.1,0,0,102,0
O=C(NC1CCCCCC1)c1cccnc1Sc1ccccc1,-15,-11,-9,104,13,20,0.7,-4,-9,104,4
Cc1ccc(S(=O)(=O)N2CCOCC2)c(C)c1NS(C)(=O)=O,0,0,-4,102,13,4,0.3,-1,-6,106,1
C/C(Cn1nnc([N+](=O)[O-])n1)=N\NC(=O)c1ccc(Cl)c(Cl)c1,22,14,11,100,11,26,0.2,6,12,96,15
Cc1ccccc1NC(=S)N(CCCN1CCOCC1)Cc1cccnc1,-1,-3,-5,99,11,16,0.9,-2,-6,u,9
COc1cccc(N=Cc2ccc(O)cc2O)c1,5,2,5,99,7,35,-0.3,4,3,92,-2
CCC(=O)N1CCc2cc(S(=O)(=O)CCC(=O)Nc3cccc(C)n3)ccc21,-4,-2,-5,99,9,16,0.7,0,-5,u,11
Cc1c(-c2cccc(Cl)c2)nc2ccccc2c1C(=O)OCC(=O)Nc1ccc2c(c1)OCO2,-2,-6,-5,101,2,6,0.5,-4,-6,101,2
CCCCOc1ccc([N+](=O)[O-])cc1C(=O)O,1,0,1,102,14,16,0.5,-1,-2,u,1
Cc1ccc(-c2cc(C(=O)N/N=C/c3cccnc3)n[nH]2)o1,1,1,-4,98,6,15,0.6,-3,-2,98,11

# Only Bcl-2 Bim block (six entries from above):
structure,Bcl-2 Bim block
COC(=O)c1nc2nc(C)cc(C(F)(F)F)n2n1,27
C=CCn1c(C)csc1=Nc1ccccc1C,2
CC(=O)c1cccc(CN2CCN(Cc3ccccc3)C(CCO)C2)c1 (stereo unspecified),-2
S=c1[nH]nc(-c2ccco2)n1Cc1ccccc1,-5
CCN(CC)S(=O)(=O)c1ccc(/C=C/C(=O)OCC#N)cc1,-1
O=C(NC1CCCCCC1)c1cccnc1Sc1ccccc1,-11
